rTrxR1 inhibitor: rat TrxR1 inhibition. recombinant rTrxR1, NADPH fluorescence consumption, selenite substrate. O89049. Potency, µM (top dose mostly 114 µM), inactives show at the top dose activity change, negative = inhibition, most hits filed as inhibitors. hit rate 1% among 390,000. AID 588453; further: nearly all actives have a fitted effect of over 65% in size
Target sequence (O89049 whole entry, looked up): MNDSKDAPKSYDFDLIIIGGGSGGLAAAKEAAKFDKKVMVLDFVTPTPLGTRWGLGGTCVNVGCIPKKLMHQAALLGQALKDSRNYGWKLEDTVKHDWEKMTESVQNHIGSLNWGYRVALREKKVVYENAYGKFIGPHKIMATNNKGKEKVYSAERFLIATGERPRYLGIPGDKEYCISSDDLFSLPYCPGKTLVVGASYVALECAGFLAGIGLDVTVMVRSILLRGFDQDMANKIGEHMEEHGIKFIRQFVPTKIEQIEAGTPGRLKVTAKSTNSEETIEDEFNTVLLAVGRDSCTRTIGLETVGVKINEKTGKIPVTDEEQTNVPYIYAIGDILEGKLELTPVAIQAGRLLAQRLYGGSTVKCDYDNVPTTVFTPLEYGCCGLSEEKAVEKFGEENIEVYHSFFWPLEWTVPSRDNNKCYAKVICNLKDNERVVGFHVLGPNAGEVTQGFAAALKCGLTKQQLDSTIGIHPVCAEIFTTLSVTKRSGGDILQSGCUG
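Rat TrxR1 (90 nM in the dispensed reagent) was pre-reduced with 400 uM NADPH for 5 min at room temperature, then incubated with compound for 15 min. After 400 uM selenite was added, NADPH fluorescence (Ex 340/Em 450 nm) was followed for 8 min.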
GLS inh: inhibitors of human glutaminase (GLS); Potency, µM (highest dose often 45.5 µM), for inactives: at the highest dose activity change, negative = inhibition, most hits filed as inhibitors; GLS enzymatic activity, qHTS titration; hit rate 0.21% among 410,000; O94925
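Compounds were pin-transferred onto hKGA, after which L-glutamine (1 mM solution) and a detection mix of glutamate oxidase, HRP and Amplex Red were added. Initial and 30 min RT fluorescence reads were collected.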
Active calls of the source: *; & = joins results of further samples; [ ] = dose if it differs, or a comment. The call rests on the fitted dose curve; in most records, active means well fitted curve in the direction sought with a large enough effect; inconclusive means small, poorly fitted or top-dose-only effect, or another doubt; inactive means no such curve, though single readings can be large; an effect the other way counts as inactive or inconclusive. On the % scale 0 is the no-effect control and ±100 the full control effect; potency means the concentration at half of the fitted maximal effect. An excerpt; count on the stated rates, not on these rows.

Cc1csc(C)[n+]1CCC1CCCCC1 was read as rTrxR1 inhibitor 18%.
COc1ccc2c(c1)C(=O)CC2 was read as rTrxR1 inhibitor 6%.
`CC(=O)Nc1ccc(NC(=O)c2nc(SCc3ccccc3F)ncc2Cl)cc1` gave rTrxR1 inhibitor 16%[0.0914 µM].
`CCCCCCCCCCN(CCCCCCCCCC)c1ccc(/C=C/c2ccnc3ccccc23)cc1` gave rTrxR1 inhibitor 9%.
`CN(C)/[N+]([O-])=N/Oc1ccc([N+](=O)[O-])cc1C(F)(F)F` gave rTrxR1 inhibitor 17%.
Screening CCSc1ncc(Cl)c(C(=O)Nc2sc3c(c2C(=O)OC)CCCC3)n1 returned rTrxR1 inhibitor 32%.
CNCc1nc(-c2ccc[nH]2)c2cc(Cl)ccc2n1 was read as rTrxR1 inhibitor -15%.
For Cc1ccc(Cc2c(-c3ccc(F)cc3)nc3c(C)cc(Br)cn23)cc1 the results were GLS inh 1%.
For CCC1NC(=O)C(NC(=O)c2ncccc2O)C(C)OC(=O)C(c2ccccc2)NC(=O)C2CC(=O)CCN2C(=O)C(Cc2ccccc2)N(C)C(=O)C2CCCN2C1=O (stereo not given) the results were GLS inh -3%.
`COC(=O)[C@@H]1[C@@H]2C[C@H]3c4[nH]c5cc(OC)ccc5c4CCN3C[C@@H]2C[C@H](OC(=O)/C=C\c2cc(OC)c(OC)c(OC)c2)[C@H]1OC` gave GLS inh -16%[20 µM].
For CC(C)(C)C(=O)OCOC(=O)C1N2C(=O)CC2S(=O)(=O)C1(C)C (stereo not given) the results were GLS inh -6%.
For OC[C@@H](O)C(O[C@@H]1O[C@@H](CO)[C@H](O)[C@H](O)[C@H]1O)[C@H](O)[C@@H](O)CO (stereo not given in full) the results were GLS inh 4%.
`CC1CC2C3CCC4=CC(=O)C=CC4(C)[C@@]3(F)C(O)CC2(C)[C@@]1(O)C(=O)CCl` (stereo not given in full) gave GLS inh 6%.
For CCCS(=O)(=O)NC(=O)C1(C)CCN(C(=O)c2ccc3ccccc3n2)C1 (stereo not given) the results were GLS inh 20%.
`OCc1ccccc1-c1cccc2nccn12` gave GLS inh -9%.
For Nc1cc(Cl)ccc1CN1C(=O)c2ccccc2C1=O the results were GLS inh -2%.
NCC(O)CC(=O)O (stereo not given) was read as GLS inh -5%.
Screening C1CCN2C[C@@H]3C[C@@H](CN4CCCC[C@H]34)[C@H]2C1 returned GLS inh -7%[20 µM].
Cc1cc(C(O)c2ncc(-c3ccccc3)[nH]2)ccc1F (stereo not given) was read as GLS inh -3%.
CCOC(=O)[C@H](CCc1ccccc1)NC(C)C(=O)N1CC2(CC1C(=O)O)SCCS2 (stereo not given in full) was read as GLS inh -2%.
OCC1(CO)COC(C(Cl)(Cl)Cl)OC1 was read as GLS inh 10%.
`CCC(C)C1NC(=O)C(CCNCS(=O)(=O)O)NC(=O)C(NC(=O)C(CCNCS(=O)(=O)O)NC(=O)C(NC(=O)C(CCNCS(=O)(=O)O)NC(=O)CCCCC(C)C)C(C)O)CCNC(=O)C(C(C)O)NC(=O)C(CCNCS(=O)(=O)O)NC(=O)C(CCNCS(=O)(=O)O)NC(=O)C(C(C)CC)NC1=O` (stereo not given) gave GLS inh 18%.
CC1C2CCC3C4CC=C5CC(N(C)C)CC[C@@]5(C)C4CC[C@@]32CN1C (stereo not given in full) was read as GLS inh 10%.
For O=C1[C@@H]2C[C@@H]3C[C@H]1C[C@@](O)(C3)C2 the results were GLS inh 0%.
For O=C(O)c1ccc(S(=O)(=O)N(Cl)Cl)cc1 the results were GLS inh -3%.
C1CNCCN1 was read as GLS inh -2%.
Screening C#CC1(OC(C)=O)CCC2C3CCC4=CC(OC(C)=O)CCC4C3CCC21C (stereo not given) returned GLS inh -5%.
`O=C(Nc1cccc(OC(F)(F)F)c1)c1cccc2c(-c3cccnc3)coc12` gave GLS inh -22%.
CCN(CC)CCC[C@H](C)Nc1ccnc2cc(Cl)ccc12 was read as GLS inh -19%.
CO/N=C(/C(=O)N[C@@H]1C(=O)N2C(C(=O)O)=C(CSc3cnns3)CS[C@H]12)c1csc(N)n1 was read as GLS inh 32µM*.
`O=C(O)[C@H](O)[C@@H](O)[C@H](O)[C@H](O)CO` gave GLS inh 2%.
For O=C(C1CCCCC1)N1CC(=O)N2CCc3ccccc3[C@@H]2C1 the results were GLS inh 2%.
C=CCOc1ccc(CC(=O)O)cc1Cl was read as GLS inh 7%.
CC(=O)O[C@H](C)OC(=O)[C@@H](C)c1ccc(-c2ccccc2)c(F)c1 was read as GLS inh -8%&0%.
Screening O=S(O)CO returned GLS inh 3%.
For CCOC(=O)c1cccnc1 the results were GLS inh -17%.
O=C1C(c2[nH]c3ccccc3c2O)=Nc2ccccc21 was read as GLS inh -16%.
Screening CCCCCCC(O)C/C=C/CCCCCCCC(=O)O (stereo not given) returned GLS inh 8%.
CN1CCN(c2ncnc3c2ncn3[C@H]2CN(Cc3ccco3)C[C@@H](CO)O2)CC1 was read as GLS inh 8%.
NCC1CCC(N)C(O[C@@H]2C(O)[C@H](O[C@H]3OC(CO)C(O)C(N)C3O)[C@@H](N)C[C@H]2N)O1 (stereo not given in full) was read as GLS inh -10%.
O=CC(O)C(O)C(O)C(O)CO (stereo not given) was read as GLS inh -4%.
Screening CO[C@@H]1[C@@H](OC2OC(C)C(OC3CC(C)(O)C(O)C(C)O3)C(N(C)C)C2O)[C@@H](CC=O)C[C@@H](C)[C@@H](OC2CCC(N(C)C)C(C)O2)/C=C/C=C/C[C@@H](C)OC(=O)C[C@H]1OC(C)=O (stereo not given in full) returned GLS inh 14%.
`OCC(CO)NC1C[C@](O)(CO)[C@@H](O)[C@H](O)[C@H]1O` (stereo not given in full) gave GLS inh -5%.
`CC1(C)SC2C(NC(=O)C(c3ccccc3)S(=O)(=O)O)C(=O)N2C1C(=O)O` (stereo not given) gave GLS inh -8%.
Screening NC(=O)OC[C@@H]1[C@H](NC(=O)/C(=N/OCC(=O)O)c2csc(N)n2)C(=O)N1S(=O)(=O)O returned GLS inh 3%.
O=P(O)(O)OC(Cn1cncn1)(Cn1cncn1)c1ccc(F)cc1F was read as GLS inh -3%.
For OCC(O)C(O)C(O)C(O)CO (stereo not given) the results were GLS inh -25%&-10%.
Screening Clc1cc(Cl)c(OCC#CI)cc1Cl returned GLS inh -26%.
`COc1ccc(CCNC[C@H](O)COc2cccc(C)c2)cc1OC` gave GLS inh 0%.
For CC(CCC(=O)O)C1CCC2C3C(=O)C[C@@H]4CC(=O)CC[C@@]4(C)C3CC(=O)[C@]12C (stereo not given in full) the results were GLS inh -20%.
COc1cc(/C=C/CNC[C@H]2O[C@@H](n3cnc4c(N)ncnc43)[C@H](O)[C@@H]2O)ccc1O was read as GLS inh 21%.
`CC(=O)N/N=C/c1ccc([N+](=O)[O-])o1` gave GLS inh -2%.
CCNC(=O)C1(C)CCN(C(=O)c2cccs2)C1 (stereo not given) was read as GLS inh 3%.
`Cc1ccc(-c2cnc(C(O)c3ccc(Cl)c(F)c3)[nH]2)cc1` (stereo not given) gave GLS inh -5%.
For c1ccc(C(OC2CCCN(CCc3ccc4c(c3)OCO4)C2)c2ccccc2)cc1 (stereo not given) the results were GLS inh 1%.
Screening O=C(Cc1cccs1)NC1C(=O)N2C(C(=O)[O-])=C(C[n+]3ccccc3)CSC12 (stereo not given) returned GLS inh 11µM*.
Screening Cc1cc(Cl)ccc1C(O)c1ncc(-c2ccc(F)cc2)[nH]1 (stereo not given) returned GLS inh 1%.
`CC[C@@]12CCCN3CCc4c(n(c5ccccc45)C(=O)C1)[C@H]32` gave GLS inh 3%[20 µM].
NC(C(=O)O)c1ccc(O)cc1 (stereo not given) was read as GLS inh 1%.
`Cc1cc(O)c2ccccc2c1O` gave GLS inh 4%.
`CC(=O)Oc1cccc(O)c1` gave GLS inh 0%.
C=C1/C(=C\C=C2/CCC[C@]3(C)[C@@H]([C@H](C)CCCC(C)(C)O)CC[C@@H]23)C[C@@H](O)C[C@@H]1O was read as GLS inh -11%.
IC(I)I was read as GLS inh 11%.
CC(=O)[C@]1(O)CCC2C3C=C(Cl)C4=CC(=O)C5CC5[C@@]4(C)C3CC[C@]21C (stereo not given in full) was read as GLS inh -5%.
CC1(C)N=C(N)N=C(N)N1c1ccc(Cl)cc1 was read as GLS inh -13%.
CCOC(=O)C(CCc1ccccc1)NC(C)C(=O)N1Cc2cc(OC)c(OC)cc2CC1C(=O)O (stereo not given) was read as GLS inh -2%.
`CC(C)CC(NC(=O)C(COC(C)(C)C)NC(=O)C(Cc1ccc(O)cc1)NC(=O)C(CO)NC(=O)C(Cc1c[nH]c2ccccc12)NC(=O)C(Cc1cnc[nH]1)NC(=O)C1CCC(=O)N1)C(=O)NC(CCCN=C(N)N)C(=O)N1CCCC1C(=O)NNC(N)=O` (stereo not given) gave GLS inh 47%[activator].
`O=C(O)/C=C\c1ccc(Cn2ccnc2)cc1` gave GLS inh -4%[20 µM].
For CCOc1cc(OCC)c(C(=O)CCC(=O)O)cc1OCC the results were GLS inh 6%.
For CCCCCCC(O)C/C=C\CCCCCCCC(=O)O (stereo not given) the results were GLS inh 3%.
O=C(OCCO)c1ccccc1O was read as GLS inh 0%.
Screening NC[C@@H]1O[C@H](O[C@@H]2[C@H](O[C@@H]3O[C@H](CO)[C@@H](O)[C@@H]3O)[C@@H](O)[C@@H](N)C[C@H]2N)[C@@H](N)[C@H](O)[C@@H]1O returned GLS inh 1%[20 µM].
Screening CCCC(=O)Nc1ncnc2c1ncn2C1OC2COP(=O)(O)OC2C1OC(=O)CCC (stereo not given) returned GLS inh -11%.
For N=C(N)n1cccn1 the results were GLS inh 3%.
Screening COc1ccc(C(=O)CCC(=O)O)c2ccccc12 returned GLS inh 1%.

Already shown: 2 of the compounds above.
For N=C(N)n1cccn1 the results were GLS inh 3%.
Screening COc1ccc(C(=O)CCC(=O)O)c2ccccc12 returned GLS inh 1%.

Sorted by molar mass (descending): part of the list above.
`CC(C)CC(NC(=O)C(COC(C)(C)C)NC(=O)C(Cc1ccc(O)cc1)NC(=O)C(CO)NC(=O)C(Cc1c[nH]c2ccccc12)NC(=O)C(Cc1cnc[nH]1)NC(=O)C1CCC(=O)N1)C(=O)NC(CCCN=C(N)N)C(=O)N1CCCC1C(=O)NNC(N)=O` (stereo not given) gave GLS inh 47%[activator].
Screening NC[C@@H]1O[C@H](O[C@@H]2[C@H](O[C@@H]3O[C@H](CO)[C@@H](O)[C@@H]3O)[C@@H](O)[C@@H](N)C[C@H]2N)[C@@H](N)[C@H](O)[C@@H]1O returned GLS inh 1%[20 µM].
C=C1/C(=C\C=C2/CCC[C@]3(C)[C@@H]([C@H](C)CCCC(C)(C)O)CC[C@@H]23)C[C@@H](O)C[C@@H]1O was read as GLS inh -11%.
CC(=O)[C@]1(O)CCC2C3C=C(Cl)C4=CC(=O)C5CC5[C@@]4(C)C3CC[C@]21C (stereo not given in full) was read as GLS inh -5%.
For CCOc1cc(OCC)c(C(=O)CCC(=O)O)cc1OCC the results were GLS inh 6%.
For N=C(N)n1cccn1 the results were GLS inh 3%.

Going on with the list.
For NC(=O)Oc1ccc(Cc2ccccc2)cc1 the results were GLS inh -1%.
Screening CNC[C@@H]1CC[C@@H](N)[C@@H](O[C@H]2[C@H](O)[C@@H](O[C@H]3OC[C@](C)(O)[C@H](NC)[C@H]3O)[C@H](N)C[C@@H]2N)O1 returned GLS inh -18%.
`CCC(C(=O)NC(N)=O)c1ccccc1` (stereo not given) gave GLS inh 1%.
For CO[C@H]1[C@H](O[C@H]2O[C@@H](C)[C@@H](O[C@@H]3C[C@](C)(O)[C@H](OC(=O)CC(C)C)[C@H](C)O3)[C@@H](N(C)C)[C@@H]2O)[C@@H](CC=O)C[C@@H](C)[C@@H](O)/C=C\C=C/C[C@@H](C)OC(=O)C[C@H]1OC(C)=O the results were GLS inh -16%[20 µM].
`CCCCCCCCCCCCCC(=O)OC(C)C` gave GLS inh 1%.
Screening CCOC(=O)c1c[nH]c2cc(OCC(C)C)c(OCC(C)C)cc2c1=O returned GLS inh 4%.
`CC(C)(C)NC[C@@H](O)c1ccc(O)c(CO)n1` gave GLS inh 15%.
CC(C)C(NC(=O)C(CC(=O)O)NC(=O)C(CCCCN)NC(=O)C(N)CCCN=C(N)N)C(=O)NC(Cc1ccc(O)cc1)C(=O)O (stereo not given) was read as GLS inh 52%[activator].
For CCc1nc2c(OCc3ccc(C(=O)OC)cc3)cccn2c1N(C)C(=O)C(C)C the results were GLS inh 1%.
`C=C1CC[C@H](O)C/C1=C/C=C1\CCC[C@]2(C)[C@@H]([C@H](C)CCCC(C)(C)O)CC[C@@H]12` gave GLS inh 7%.

Screens (PubChem BioAssay)
